RGS8-Gao – human RGS8-Galphao interaction regulation | AID 1423 | multiplexed bead flow cytometry, RGS8-Galphao binding; actives lie on both sides | 220,000 tested, 0.34% active | response (percent of control binding), % at 10 µM; in the data active means response below about 60% or above about 140%; inactive means in between;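 further: Galphao activated as the GDP aluminium fluoride complex binding bead-coupled RGS8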
ABCG2 block – blocks JC-1 efflux by human ABCG2 transporter. inhibition, % at 6.6 µM. 190,000 tested, 0.1% active. AID 1325. IgMXP3 cells, flow cytometry;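 active means inhibition above 80%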;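 further: 0% = DMSO and 100% = nicardipine control wells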
Target sequence (Q9UNQ0 whole entry, looked up): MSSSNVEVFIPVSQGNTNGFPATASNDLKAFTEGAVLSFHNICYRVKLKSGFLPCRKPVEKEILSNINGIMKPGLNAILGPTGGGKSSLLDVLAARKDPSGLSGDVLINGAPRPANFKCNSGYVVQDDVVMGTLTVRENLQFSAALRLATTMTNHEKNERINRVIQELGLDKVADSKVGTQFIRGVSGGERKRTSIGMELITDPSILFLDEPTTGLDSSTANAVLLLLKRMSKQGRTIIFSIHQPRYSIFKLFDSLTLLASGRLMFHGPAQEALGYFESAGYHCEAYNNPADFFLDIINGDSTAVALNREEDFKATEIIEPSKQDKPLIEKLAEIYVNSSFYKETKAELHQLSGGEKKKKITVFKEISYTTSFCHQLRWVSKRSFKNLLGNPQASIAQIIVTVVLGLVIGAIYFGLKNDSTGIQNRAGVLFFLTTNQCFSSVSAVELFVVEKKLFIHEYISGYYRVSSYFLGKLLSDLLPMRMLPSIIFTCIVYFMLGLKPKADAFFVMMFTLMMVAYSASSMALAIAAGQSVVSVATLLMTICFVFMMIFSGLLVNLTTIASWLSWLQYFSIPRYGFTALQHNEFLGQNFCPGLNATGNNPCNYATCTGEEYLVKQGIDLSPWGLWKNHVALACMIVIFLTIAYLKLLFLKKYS
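Incubation: cells with compound and JC-1, 10 min at 25 °C, rotating, no wash / Test system: IgMXP3 (ABCG2) plus far-red-tagged CCRF-Adr (ABCB1) cells / Compound dosing: one concentration, 6.6 µM final / Also added: JC-1 fluorescent substrate / Evaluation: efflux inhibition in percent versus controls / Detection: flow cytometry, 530 nm JC-1 signal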
Mcl-1 Bim block – human Bim-Mcl-1 interaction inhibition. AID 1009. inhibition, % at 10 µM. Bead-based flow cytometry, Bim peptide-Mcl-1 binding. Q07820. 190,000 tested, 0.1% active; in the data active means inhibition above about 40%;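 further: 0% = no compound tracer wells and 100% = peptide blocker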
Target sequence (Q07820 whole entry, looked up): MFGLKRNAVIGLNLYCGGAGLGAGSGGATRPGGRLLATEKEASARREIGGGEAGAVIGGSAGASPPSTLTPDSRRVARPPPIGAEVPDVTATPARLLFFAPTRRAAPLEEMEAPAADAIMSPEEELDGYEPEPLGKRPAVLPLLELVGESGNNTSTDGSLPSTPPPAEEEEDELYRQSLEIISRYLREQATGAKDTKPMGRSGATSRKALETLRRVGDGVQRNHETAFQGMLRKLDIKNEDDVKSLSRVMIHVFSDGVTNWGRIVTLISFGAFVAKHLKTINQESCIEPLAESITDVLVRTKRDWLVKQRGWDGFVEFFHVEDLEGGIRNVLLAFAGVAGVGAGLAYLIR
Pf gametocyte – inhibitors of late stage P. falciparum gametocyte viability; P. falciparum stage V gametocytes, ATP luminescence, 24 h; inhibition, % at 10.9 µM; 150,000 tested, 0.065% active;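 active means inhibition above the mean plus 3 SD of compounds within the control limits, set per campaign, cut at about 38% in these data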;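 further: 0% = DMSO wells and 100% = medium only without gametocytes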
Avidin bead fluor – compound fluoresces at 488/530 nm on avidin beads; 220,000 tested, 0.38% active; fluorescence (KMESF) at 10 µM; compound fluorescence 488/530 nm, flow cytometry; active compounds read high; in the data active means fluorescence above about 47; further: inactives centre near 10
GSH bead fluor – GSH bead compound fluorescence profile. fluorescence (KMESF) at 10 µM. AID 1776. GSH beads flow cytometry, compound fluorescence 488/530 nm; active compounds read high. 190,000 tested, 0.25% active; in the data active means fluorescence above about 89;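 further: glutathione beads carrying GST-tagged Bcl family fusion proteins plus one bare bead set; values are compound well signal with DMSO vehicle wells as background; inactives centre near 16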
RGS4-Gao reg – modulates binding of RGS4 to human Galphao. Multiplexed bead flow cytometry; actives lie on both sides. P09471. 220,000 tested, 0.33% active. AID 1415. binding response (% of control), % at 10 µM; in the data active means binding response below about 49% or above about 150%; inactive means in between;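 further: fluorescent Galphao activated with aluminum fluoride binding bead-coupled RGS4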
ABCB1 inh – inhibitors of human ABCB1 transporter, ABCG2 counter-screen. CCRF-Adr cells, JC-1 efflux, flow cytometry. inhibition, % at 6.6 µM. P08183. 190,000 tested, 0.067% active; in the data active means inhibition above about 40%;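 further: 0% = vehicle and 100% = reference inhibitor; higher value means more JC-1 retained so stronger ABCB1 efflux block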
RGS7-Gao reg – human RGS7-Galphao interaction regulation. binding response (% of control), % at 10 µM. P09471. 220,000 tested, 0.35% active. Multiplexed bead flow cytometry, RGS7-Galphao binding; actives lie on both sides. AID 1439; in the data active means binding response below about 49% or above about 150%; inconclusive means no clear call, values can overlap the other calls; inactive means in between;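 further: fluorescent Galphao held in activated GDP-AlF4 state binding bead-coupled RGS7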
Mcl1 Bid PPI – Mcl-1/Bid interaction inhibition. inhibition, % at 21.7 µM. 220,000 tested, 0.97% active. Q07820. TR-FRET Mcl-1/Bid-Dy647 peptide binding, 1536-well. AID 1021;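 active means compounds that cut the binding signal by more than half at the single screening dose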;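 further: His-tagged Mcl-1 with europium anti-His antibody binding Bid BH3 peptide; 0% = Mcl-1 plus peptide wells and 100% = peptide-only wells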
Mcl1-Noxa inh – disrupts binding of human Mcl-1 to Noxa peptide; Q07820; TR-FRET Mcl-1/Noxa peptide binding, 2 h; inhibition, % at 21.7 µM; 220,000 tested, 1.5% active;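 active means compounds that cut the protein-peptide binding signal by more than 50% relative to plate controls in a single-dose test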;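 further: His-tagged Mcl-1 with rhodamine Noxa BH3 peptide and terbium anti-His antibody; 0% = Mcl-1 plus Noxa peptide wells and 100% = peptide-only wells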
Active calls of the source: *; ? = inconclusive; · = not tested or not shown.

(1) CCC(=O)Nc1cccc(NC(=S)NC(=O)c2cccs2)c1
(2) Cc1nnc(NC(=O)c2c(F)c(F)c(F)c(F)c2F)s1
(3) COc1ccc(-n2c3c(cc(C(=O)NNc4ccccc4)c2=O)C(=O)CC(C)(C)C3)cc1
(4) C(=C\c1ccncc1)/c1ccccc1
(5) CC(C)C[C@H](NC(=O)NCc1ccc(Cl)cc1)C(=O)O
(6) COc1ccc(C2CC(O)(c3ccccc3)Oc3cc(OC)cc(OC)c32)cc1 (centres undefined)
(7) CC(=O)c1cnc2c(-c3ccc(Cl)cc3)c(C)nn2c1C
(8) O=C(N/N=C/c1cccs1)c1cnccn1
entry no.	1	2	3	4	5	6	7	8
RGS8-Gao	105	102	59*	103	101	103	100	101
ABCG2 block	8	7	0	·	6	·	4	9
Mcl-1 Bim block	-4	-2	-1	·	-5	·	1	0
Pf gametocyte	-3	·	·	-8	·	·	·	11
Avidin bead fluor	14	8	7	3	30	12	6	17
GSH bead fluor	6	35	13	·	23	·	12	18
RGS4-Gao reg	103	101	47*	104	100	100	98	100
ABCB1 inh	0.3	2.0	0.2	·	0.3	·	0.2	0.6
RGS7-Gao reg	105	99	47*	?	100	?	98	103
Mcl1 Bid PPI	-44	-24	-32	-2	-12	4	0	-4
Mcl1-Noxa inh	14	22	-10	11	8	4	-8	14

As entered above.
Entry for compound 7 under Mcl-1 Bim block: 1
Entry for compound 8 under Mcl-1 Bim block: 0

Remaining list, next part.
(9) Brc1cccc(-c2nnco2)c1
(10) Cc1ccc(C(=O)c2ccc(O)cc2)cc1C
(11) Cc1ccc(Cn2c(O)c(N=NC(=S)Nc3ccccc3F)c3cc(S(=O)(=O)N4CCOCC4)ccc32)cc1
(12) Cc1nc2c(C(=O)Nc3ccc(N4CCCC(O)C4)cc3)snc2c(=O)[nH]1 (centres undefined)
(13) COc1cc(C(c2c(C)[nH][nH]c2=O)c2c(C)[nH][nH]c2=O)cc([N+](=O)[O-])c1O
(14) CCOC(=O)c1c(N)nn(C(=O)C(C)(C)C)c1-c1ccccc1
(15) COc1ccc(C2=NN(c3nc(C)cc(C)n3)C(=O)C2)cc1
(16) Cn1c(=O)c2c(nc(N3CCc4ccccc4C3)n2Cc2ccccc2F)n(C)c1=O
entry no.	9	10	11	12	13	14	15	16
RGS8-Gao	101	104	101	102	102	99	99	102
ABCG2 block	1	2	-3	·	1	3	1	26
Mcl-1 Bim block	-3	-2	1	·	0	-2	-2	-8
Pf gametocyte	7	-5	7	-7	-9	-4	28	·
Avidin bead fluor	18	13	10	9	9	8	12	31
GSH bead fluor	23	34	17	·	14	19	16	11
RGS4-Gao reg	101	103	103	99	93	101	99	100
ABCB1 inh	0.0	0.3	-1.1	·	0.2	0.6	0.1	4.2
RGS7-Gao reg	98	101	104	?	90	100	100	100
Mcl1 Bid PPI	-28	-15	-46	-66	-48	-22	-86	-10
Mcl1-Noxa inh	4	-4	-48	39	2	-1	-53	5

(17) C=CCOn1c(C)c(C(C)=O)c2c3nonc3ccc21
(18) CCOC(=O)C1(CC)NC(c2ccco2)C2C(=O)N(c3ccc(C)cc3)C(=O)C21 (centres undefined)
(19) COc1ccc(/C=C/C(=O)Nc2cc(C)nn2-c2nc3ccccc3[nH]2)cc1
(20) Cn1c(CNC(=O)c2ccccc2)nnc1SCC(=O)N1CCN(c2ccccc2)CC1
(21) CCN(CC)S(=O)(=O)c1cc(C(=O)OCC(=O)Nc2cccc(S(=O)(=O)N(C)C)c2)ccc1F
(22) Cc1ccc(NC(=O)Nc2nnc(-c3ccncc3)s2)cc1
(23) O=C(NCc1ccc2c(c1)OCO2)c1cccc(S(=O)(=O)N2CCCCC2)c1
(24) CC(C)N1CCN(Cc2ccc(-c3ccccc3Cl)o2)CC1CCO (centres undefined)
entry no.	17	18	19	20	21	22	23	24
RGS8-Gao	104	101	98	106	99	102	96	98
ABCG2 block	4	2	-1	0	4	16	7	0
Mcl-1 Bim block	0	-2	-2	-2	0	-1	-5	-3
Pf gametocyte	·	·	18	0	10	-31	·	10
Avidin bead fluor	25	7	9	8	7	6	24	2
GSH bead fluor	24	17	14	17	13	14	13	9
RGS4-Gao reg	101	103	98	105	99	100	99	99
ABCB1 inh	0.4	0.6	-0.2	0.1	0.0	-3.8	2.5	0.6
RGS7-Gao reg	100	103	98	99	98	101	99	96
Mcl1 Bid PPI	-17	3	27	-10	-33	-30	-4	2
Mcl1-Noxa inh	14	12	8	21	2	18	-10	1

Reprinted at random: 5 records from the list, in no set order.
(24) CC(C)N1CCN(Cc2ccc(-c3ccccc3Cl)o2)CC1CCO (centres undefined)
(20) Cn1c(CNC(=O)c2ccccc2)nnc1SCC(=O)N1CCN(c2ccccc2)CC1
(17) C=CCOn1c(C)c(C(C)=O)c2c3nonc3ccc21
(19) COc1ccc(/C=C/C(=O)Nc2cc(C)nn2-c2nc3ccccc3[nH]2)cc1
(22) Cc1ccc(NC(=O)Nc2nnc(-c3ccncc3)s2)cc1
entry no.	24	20	17	19	22
RGS8-Gao	98	106	104	98	102
ABCG2 block	0	0	4	-1	16
Mcl-1 Bim block	-3	-2	0	-2	-1
Pf gametocyte	10	0	·	18	-31
Avidin bead fluor	2	8	25	9	6
GSH bead fluor	9	17	24	14	14
RGS4-Gao reg	99	105	101	98	100
ABCB1 inh	0.6	0.1	0.4	-0.2	-3.8
RGS7-Gao reg	96	99	100	98	101
Mcl1 Bid PPI	2	-10	-17	27	-30
Mcl1-Noxa inh	1	21	14	8	18

The listing picks up, repeating the 2 entries before the break.
(23) O=C(NCc1ccc2c(c1)OCO2)c1cccc(S(=O)(=O)N2CCCCC2)c1
(24) CC(C)N1CCN(Cc2ccc(-c3ccccc3Cl)o2)CC1CCO (centres undefined)
(25) N/C(CN1CCCC1=O)=N\O
(26) FC(F)(F)c1cccc(Oc2cc(C(F)(F)F)nc(-c3ccccn3)n2)c1
(27) O=S(=O)(Nc1ccccc1N1CCCCC1)c1ccc(F)cc1F
(28) Cc1ccc(C)c(OCCSc2nnc(-c3cccnc3)n2N)c1
(29) CC(NC(=O)/C(C#N)=C/c1cn(-c2ccccc2)nc1-c1ccc(F)cc1)c1ccccc1 (centres undefined)
(30) Cc1nn2c3ccccc3nc2n(C)c1=O
(31) C=CCOC(=O)C1=C(C)Nc2nnnn2C1c1cccs1 (centres undefined)
(32) CCc1ccc(N2C(=O)CN(Cc3cccs3)C2=S)cc1
entry no.	23	24	25	26	27	28	29	30	31	32
RGS8-Gao	96	98	102	102	101	95	100	98	109	101
ABCG2 block	7	0	1	58	1	2	0	3	3	3
Mcl-1 Bim block	-5	-3	1	0	-1	-26	0	-3	-1	-3
Pf gametocyte	·	10	4	17	-23	·	·	·	-4	·
Avidin bead fluor	24	2	7	25	10	2	12	9	34	15
GSH bead fluor	13	9	48	36	19	19	23	8	11	16
RGS4-Gao reg	99	99	97	101	101	102	95	95	105	100
ABCB1 inh	2.5	0.6	0.0	0.8	-0.1	0.6	1.5	0.7	0.7	0.7
RGS7-Gao reg	99	96	96	109	101	103	96	99	105	100
Mcl1 Bid PPI	-4	2	-3	50	-10	-17	-7	-10	-10	-17
Mcl1-Noxa inh	-10	1	12	18	-3	9	2	-12	24	3

(33) CCc1ccc(N2C(=O)CC(NNc3nc4ccccc4s3)C2=O)cc1 (centres undefined)
(34) Cc1cc(C)nc(N2CCC(C(=O)NCCc3ccc(Cl)cc3)CC2)n1
(35) Cc1cc(Cl)ccc1Oc1ncnc2oc(-c3ccccc3)cc12
(36) CCOC(=O)c1c(C)oc2ccc(OCC(=O)C(C)(C)C)cc12
(37) COc1ccc2c(c1OC)C(=O)N1C(C(=O)O)Cc3c([nH]c4ccccc34)C21 (centres undefined)
(38) CCn1c(=O)cc(SCC(=O)NCc2ccco2)c2ccccc21
(39) CCOC(=O)c1sc(NS(=O)(=O)c2cc(C)ccc2C)nc1C
(40) CCOC(=O)C1C(=O)NC(c2ccccc2)=NC1c1cccc(Br)c1 (centres undefined)
(41) O=C(Nc1nccs1)c1cc(-c2ccccc2)nn1-c1ccccc1
(42) COc1ccccc1C1CC(c2ccc(F)cc2)Nc2ncnn21 (centres undefined)
(43) O=C(O)CNC(=S)N(Cc1ccccc1)Cc1ccccc1F
entry no.	33	34	35	36	37	38	39	40	41	42	43
RGS8-Gao	101	102	93	98	100	100	97	106	99	105	98
ABCG2 block	-8	0	1	62	19	4	4	2	12	0	0
Mcl-1 Bim block	-7	3	-1	0	-2	0	-3	0	-3	0	-2
Pf gametocyte	21	13	-7	·	·	·	·	3	22	21	·
Avidin bead fluor	13	11	7	8	40	13	23	14	16	10	11
GSH bead fluor	10	14	34	13	26	13	23	14	8	21	15
RGS4-Gao reg	99	102	93	97	100	104	103	100	100	107	99
ABCB1 inh	-0.2	0.2	0.1	0.2	0.9	1.1	0.7	0.2	0.3	-0.1	-0.2
RGS7-Gao reg	104	96	91	95	99	100	101	102	102	105	101
Mcl1 Bid PPI	-25	-33	-18	-18	-2	-49	-2	-14	-31	-12	-12
Mcl1-Noxa inh	8	8	11	0	7	11	13	2	-32	4	13

4 compounds out of the list above, ordered by the number in RGS7-Gao reg, ascending:
no.	Compound	RGS8-Gao	ABCG2 block	Mcl-1 Bim block	Avidin bead fluor	GSH bead fluor	RGS4-Gao reg	RGS7-Gao reg	Mcl1 Bid PPI	Mcl1-Noxa inh
9	Brc1cccc(-c2nnco2)c1	101	1	-3	18	23	101	98	-28	4
43	O=C(O)CNC(=S)N(Cc1ccccc1)Cc1ccccc1F	98	0	-2	11	15	99	101	-12	13
8	O=C(N/N=C/c1cccs1)c1cnccn1	101	9	0	17	18	100	103	-4	14
33	CCc1ccc(N2C(=O)CC(NNc3nc4ccccc4s3)C2=O)cc1 (centres undefined)	101	-8	-7	13	10	99	104	-25	8

Source: PubChem
